A549 viability: Nrf2 qHTS screen for inhibitors: counterscreen for cytotoxicity | A549 ARE-Fluc cells, CellTiter-Fluor viability, 18-24 h | Potency, µM (titrated, usually from 46 µM), without a hit: at the top dose activity change, negative = cytotoxicity, most hits filed as inhibitors | actives 0.16% (n = 390,000) | AID 504648, 2011; also: potency is read from the fitted curve at half-maximal effect; % is scaled to controls: 0 for no effect and ±100 for the full control effect
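A549 ARE_Fluc cells in 5% FBS OPTI-MEM were exposed to compounds in concentration-response for 18-24 h at 37 deg C. Viability was read by CellTiter-Fluor fluorescence (Ex 405/Em 525) after 30 min, before the luciferase read.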
HepG2 viability: qHTS for Inhibitors of TGF-b: Cytotox Counterscreen | Potency, µM (doses to about 46.1 µM), for inactives: top-dose activity change, negative = cytotoxicity, actives largely listed as cytotoxic | AID 588856, 2011 | actives 0.76% (n = 410,000) | HepG2 CAGA-GFP viability, ATP luminescence, 18 h; also: potency is read from the fitted curve at half-maximal effect; some results filed as inactive show a strong effect at the top dose
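HepG2 CAGA-GFP cells (1000/well, DMEM with 1% FBS) received compound, then TGF-beta at 500 pg/mL final, and were incubated 18 hours at 37 degrees C. Viability was read by CellTiter-Glo luminescence. Media-only wells were set as complete cell-killing and DMSO as no toxicity.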
CCT modulator: High-Throughput Screening for Modulators of Cytosolic Chaperonin Activity; purified chaperonin ATPase assay, HTRF ADP detection, 30 min; activity change, % (concentration not given with the values), hits read low; actives 0.3% (n = 360,000); AID 651819, 2012; in the data active = activity change below about -30%; also: % is scaled to controls: 0 for no effect and ±100 for the full control effect
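TRiC at 40 or 20 nM final (batch-dependent) in 30 mM Tris pH 7.4, 100 mM KCl, 5 mM MgCl2, 1 mM DTT, with compound at single 76 uM and 10 uM ATP, 30 min at 37 deg C. ADP detected by HTRF Transcreener, 665/615 ratio.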
Nrf2 inh: Nrf2 qHTS screen for inhibitors; AID 504444, 2011; A549 ARE-Fluc reporter, luciferase luminescence, 18-24 h; Potency, µM (titrated, usually from 46 µM), for inactives: at the highest dose activity change, negative = inhibition, hits mostly inhibitors; actives 2.1% (n = 360,000); also: potency is read from the fitted curve at half-maximal effect; % is scaled to controls: 0 for no effect and ±100 for the full control effect; nearly all actives have a fitted effect of over 60% in size
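Nrf2 function is reported as luminescence of an ARE-controlled luciferase in A549 cells. Compounds were tested at several concentrations, and a CellTiter-Fluor read on the same wells flagged cytotoxicity.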
S2 tox: Viability Counterscreen for Primary qHTS for Inhibitors of ATXN expression; S2 cells (HEK-293 line with an ATXN2-luciferase reporter) viability, CellTiter-Fluor protease fluorescence, 24 h; Potency, µM (top dose mostly 56.7 µM), usual class: cytotoxic; actives 0.49% (n = 400,000); AID 651635, 2014; also: potency is read from the fitted curve at half-maximal effect; nearly all actives have a fitted effect of over 40% in size
Mm-Cpn inhibitor: Inhibitors of TCP-1 ring complex (TRiC) of Methanococcus maripaludis (MmCpn): qHTS | Chaperonin Mm-Cpn (Methanococcus maripaludis) | purified Mm-Cpn ATPase, ADP Transcreener TR-FRET | Potency, µM (highest dose often 76.9 µM), for the others: at the highest dose activity, negative = inhibition, usual class: inhibitors | actives 0.031% (n = 330,000); also: potency is read from the fitted curve at half-maximal effect; % is scaled to controls: 0 for no effect and ±100 for the full control effect; nearly all actives have a fitted effect of over 80% in size
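Quantitative HTS used 25 nM Mm-CPN and 10 uM ATP in magnesium/KCl Tris buffer, pH 7.4, with 1 mM DTT. Hydrolysis ran 30 min at 37°C; ADP was read by HTRF.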
pAkt inh: HTS Assay for Inhibitors of Akt Phophorylation: Primary Screen; Neuro2A IGF-stimulated pAkt S473 HTRF, 20 min; stronger effect = lower value; activity change, % for hits at 50 µM; actives 0.32% (n = 360,000); in the data active = activity change below about -80%; inconclusive = mostly about -51% to -80%; also: % is scaled to controls: 0 for no effect and ±100 for the full control effect
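Single-point screen (50 µM final compound) in Neuro2A cells stimulated 20 min with 6 nM IGF at 37 deg C. After lysis, Ser473-phosphorylated Akt read by HTRF (ex 330 nm, em 615/665 nm) as the 665/615 ratio.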
TGFb SMAD3 inh: qHTS for Inhibitors of TGF-b; HepG2 CAGA-GFP TGF-b/SMAD3 reporter, GFP fluorescence, 18 h; TGF-beta stimulated, 500 pg/mL final; Potency, µM (titrated, usually from 46.1 µM), for inactives: top-dose activity, negative = inhibition, usual class: inhibitors; actives 1.2% (n = 410,000); AID 588855, 2011; also: potency is read from the fitted curve at half-maximal effect; % is scaled to controls: 0 for no effect and ±100 for the full control effect; nearly all actives have a fitted effect of over 65% in size
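Per well, imaged GFP fluorescence of HEPG2 CAGA-GFP cells gives the signal; cells get compound, then TGF-beta (500 pg/mL final), 18 h at 37 degrees C; %Activity versus -TGF-beta and +DMSO controls.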
Nrf2 activator: qHTS of Nrf2 Activators; AID 624171, 2012; Potency, µM (titrated, usually from 46.1 µM), for inactives: at the highest dose activation, hits mostly activators; AREc32 ARE-luciferase reporter (MCF7-derived line), luminescence, 24 h; actives 0.31% (n = 410,000); also: potency is read from the fitted curve at half-maximal effect; % of control where 0% means no effect; nearly all actives have a fitted effect of over 65% in size
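Quantitative high-throughput format: AREc32 reporter cells, 1000 per well, received compound by pin transfer and were incubated 24 hr at 37 deg C, 5% CO2, before Steady-Glo luminescence detection.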
* hit, by the source's call; i = inactive; u = inconclusive; x = no result given; [ ] = remark or other dose. Unless noted, calls follow the shape of the dose curve; as a rule, active = well fitted curve in the direction sought with a large enough effect; inconclusive = small, poorly fitted or top-dose-only effect, or another doubt; inactive = no such curve, though single readings can be large; an effect the other way counts as inactive or inconclusive.

SMILES	A549 viability	HepG2 viability	CCT modulator	Nrf2 inh	S2 tox	Mm-Cpn inhibitor	pAkt inh	TGFb SMAD3 inh	Nrf2 activator
CCN1CCN(C(c2ccccc2)c2nnnn2Cc2ccc(OC)cc2)CC1 (stereo unspecified)	-3%	1%	-2.7	5%	i	-5%	i	-2%	-1.1%
Nc1o[nH]c(=O)c1C1CCCCC1	3%	-11%	-0.6	3%	i	x	i	1%	-0.5%
COc1ccc(N=C2SC(CC(=O)Nc3ccc(OC)cc3OC)C(=O)N2C)cc1 (stereo unspecified)	-3%	7%	2.2	u	i	-1%	i	25%	-0.2%
C=C(C)CSc1cc(C)nc2c(-c3ccccc3)c(C)nn12	-6%	-16%	-1.0	u	i	2%	i	-22%	6.7%
O=C(Nc1cccc(F)c1)C1CCN(C(=O)c2ccccc2Cl)CC1	-9%	-36%	-2.5	-1%	i	2%	i	10%	0.0%
C(=N\Nc1nncn1/N=C/c1ccco1)/c1ccco1	3%	-4%	-0.1	-1%	i	-1%	i	0%	18%
O=C1C=C(c2ccc(-c3ccccc3)c(F)c2)C[C@@H](c2ccc(Cl)cc2)C1	0%	-21%	-0.9	-20%	i	-3%	i	-15%	0.3%
CCN1C(=O)C(=O)N(CC(=O)N(C)CC(=O)Nc2ccccc2Cl)C1=O	2%	4%	2.5	0%	i	0%	i	19%	0.0%
O=C(Cn1c(=O)nc(-c2ccccc2)c2cc(Cl)ccc21)Nc1ccc(F)c(Cl)c1	-6%	-7%	x	-5%	i	x	x	30%[activator]	0.0%
CCC(=O)/C=C1/Sc2ccc(OC)cc2N1CCO	-4%	3%	0.1	0%	i	2%	i	1%	0.3%
COc1ccc(Cl)cc1Nc1nc(C)nc2c1nnn2Cc1ccccc1	-3%	-19%	0.8	-4%	i	1%	i	8%	4.7%
Cc1cc(C(=O)Nc2cccc([N+](=O)[O-])c2C)cs1	1%	-7%	-0.1	1%	i	2%	i	-10%	u
O=C(O)c1cc(NC(=O)c2ccccc2F)cc(NC(=O)c2ccccc2F)c1	0%	-2%	0.5	-12%	i	2%	i	4%	0.1%
CC(=O)Nc1ccc(NC(=O)C2(C)CC2(Cl)Cl)cc1 (stereo unspecified)	6%	16%	-1.8	4%	i	1%	i	u	-0.7%
Cc1cccc(NC(=O)CCc2ccc(C)o2)c1	-1%	11%	-1.6	x	i	-2%	i	2%	19%
CCCCc1nc(SCC(=O)Nc2nnc(CCCC)s2)n[nH]1	-3%	-15%	1.1	-7%	i	1%	i	-4%	-0.4%
Cc1noc(C)c1COc1ccc(C(=O)N2CCN(S(=O)(=O)c3ccc(F)cc3)CC2)cc1	2%	-3%	0.2	-8%	i	x	i	-10%	-0.1%
O=C(C1CCCCN1S(=O)(=O)c1ccccc1[N+](=O)[O-])N1CCCC1 (stereo unspecified)	1%	-12%	3.6	-22%	i	1%	i	6%	26%
O=C(NCC1CCCN1S(=O)(=O)c1cccs1)c1cccc(F)c1 (stereo unspecified)	-13%	3%	-1.6	13µM*	i	1%	i	0%	1.9%
O=C(COC(=O)c1ccc(N2CCCC2=O)cc1)c1ccc(OC(F)F)cc1	-2%	-10%	0.5	19%	i	2%	i	3%	1.4%
Cn1nc(-c2ccc(N3CCCCC3)c(NC(=O)c3ccco3)c2)c2ccccc2c1=O	6%	-16%	-1.1	-4%	u	0%	i	0%	-0.4%
CC1CCCCN1C(=O)CSc1nnc(-c2ccccc2Cl)o1 (stereo unspecified)	0%	-9%	x	8%	i	x	x	-3%	3.4%
CC(=O)N1CCOc2ccc(S(=O)(=O)NCCc3ccc(Cl)cc3)cc21	-3%	-12%	-4.9	2%	i	-1%	i	-25%	0.1%
CCCCNC(=O)CC1C(=O)N(Cc2ccccc2)C(C)c2nc3ccccc3n21 (stereo unspecified)	-1%	-10%	-2.7	x	i	-1%	i	9%	-0.5%
COCCCN1C(=O)C(CC(=O)NC(c2ccccc2)c2ccccc2)CC(C(=O)N(C)C)=C1C (stereo unspecified)	x	-5%	-0.8	x	i	x	i	3%	0.6%

(cont.)
SMILES	A549 viability	HepG2 viability	CCT modulator	Nrf2 inh	S2 tox	Mm-Cpn inhibitor	pAkt inh	TGFb SMAD3 inh	Nrf2 activator
COc1ccc(CCNC(=O)C(=O)NCC2CCCN2S(=O)(=O)c2cccs2)cc1OC (stereo unspecified)	-3%	2%	1.0	-1%	i	0%	i	-18%	-0.1%
CC(C)NC(=O)CSc1nc2ccccc2nc1N1CCCCC1	-5%	-2%	x	u	i	x	x	-4%	-0.8%
COc1ccccc1P(=O)(c1ccccc1)c1ccc([N+](=O)[O-])cc1 (stereo unspecified)	-4%	3%	-2.1	1%	i	-2%	i	2%	3.3%
COc1ccc(NC(=O)Cn2cnc3sc(C)c(S(=O)(=O)N4CCOCC4)c3c2=O)c(OC)c1	1%	-12%	-5.5	-11%	i	3%	i	25%	-0.2%
CCOC(=O)CSc1nnc(Cc2ccccc2)n1-c1ccc(C)cc1	-5%	-28%	-1.0	0%	i	-2%	i	3%	-0.2%
COc1ccccc1/C=C1\CCCC2=C1Nc1nnnn1C2c1ccccc1OC (stereo unspecified)	-6%	-35%	-1.9	u	i	-2%	i	13µM*	u
CN(Cc1ccccc1Cl)C(=O)C1CC(=O)N(c2ccc3c(c2)OCCO3)C1 (stereo unspecified)	-6%	-14%	-6.7	1%	i	1%	i	3%	-0.2%
COc1cc(OC)cc(C(=O)N2CCC3(CC2)NCCc2[nH]cnc23)c1	-5%	-2%	-2.0	5%	i	-1%	i	-5%	-0.1%
Cc1cc(NC(=O)c2cccc(S(=O)(=O)N(C)C)c2)n(-c2ccccn2)n1	-12%	3%	0.0	26µM*	i	-7%	i	13%	0.1%
CC1S/C(=N/N=C/c2ccco2)N(Cc2ccccc2)C1=O (stereo unspecified)	11%	-14%	-0.1	u	i	-2%	i	-8%	12%
CCCCC1(C)NC(=O)N(CC(=O)N2CCc3ccccc32)C1=O (stereo unspecified)	11%	16%	-2.2	-12%	i	1%	i	-2%	-0.5%
CCN(CC)S(=O)(=O)c1ccc2c(c1)nc(SCC(=O)N1CCCCCC1)n2-c1ccc(OC)cc1	-5%	-6%	-0.8	-42%	u	1%	i	-27%	0.1%
COC(=O)c1cc(OC)c(OC)cc1NC(=O)CN1CCOCC1	-4%[1.84 µM]	-1%	-0.6	9%	i	1%	i	7%	-0.8%
O=C(C1CCCN(S(=O)(=O)c2ccccc2)C1)N1CCN(c2ccc(F)cc2)CC1 (stereo unspecified)	-12%	-7%	-15	23µM*	i	2%	i	0%	-0.9%
CC(C)NC(=O)C1(C)CCN1C(=O)c1cccn1C (stereo unspecified)	x	-5%	-2.4	x	i	x	i	-7%	-1.0%
Cn1c(=O)c2c(nc(NCc3ccccc3)n2CC(N)=O)n(C)c1=O	-16%	-9%	-3.6	-25%	i	-1%	i	0%	0.4%
COc1cc(/C=C2\COC/C(=C\c3ccc(O)c(OC)c3)C2=O)ccc1O	u	-23%	-0.2	u	x	-1%	i	6.3µM*	u
CC(=O)NCCNc1nc(NC(C)C)nc2cc(-c3ccccc3)sc12	x	-28%	-0.5	x	i	x	i	-7%	4.3%
CC(C)[C@H](NC(=O)c1cccc(S(=O)(=O)N2CCCC2)c1)c1nc2ccccc2[nH]1	0%	1%	-1.2	7%	i	-3%	i	13%	-1.0%
CC1CCN(C(=O)c2[nH]cnc2C(=O)N[C@@H](C)C(=O)OCc2ccccc2)CC1	9%	-35%	0.2	22%	i	1%	i	11µM*	-0.1%
CSCCC(NS(=O)(=O)c1ccc2c(c1)oc(=O)n2C)C(=O)NC1CCC(C)CC1 (stereo unspecified)	-3%	-14%	-0.9	-2%	i	0%	i	-7%	-0.9%
NC(=O)/C=C\c1cn(-c2ccccc2)nc1-c1ccc2c(c1)OCCO2	-25%	-12%	-1.2	u	u	-2%	i	1%	4.5%
CCC(C)NC(=O)Cc1c(C)c2cc3c(cc2oc1=O)OC(C)(C)CC3 (stereo unspecified)	0%	-18%	0.0	22%	u	2%	i	0%	0.7%
CCCCN1C(=O)C(NC(=O)c2ccc(C(C)(C)C)cc2)(C(F)(F)F)C(C(=O)OC)=C1C (stereo unspecified)	u	-39%	x	-18%	u	x	x	-27%	6.8%
Cc1ccc(-c2nc(CS(=O)(=O)CC(=O)NCCN3CCOCC3)c(C)o2)cc1	-3%	-3%	1.4	15%	i	2%	i	u	2.6%
CCCCC(=O)Nc1ccccc1CC	2%	20%	0.1	9%	i	1%	i	0%	-0.2%
Nc1ccc(Oc2ccc(Cl)cc2)cc1	-15%	-24%	-2.8	11%	i	0%	i	-3%	0.1%
COc1ccc(NC(=S)N2CCCCCC2)cc1OC	-2%	0%	-0.1	3%	u	-1%	i	-4%	-0.8%

Laid out differently: entries from further up.
compound | A549 viability | HepG2 viability | CCT modulator | Nrf2 inh | S2 tox | Mm-Cpn inhibitor | pAkt inh | TGFb SMAD3 inh | Nrf2 activator
CSCCC(NS(=O)(=O)c1ccc2c(c1)oc(=O)n2C)C(=O)NC1CCC(C)CC1 (stereo unspecified) | -3% | -14% | -0.9 | -2% | i | 0% | i | -7% | -0.9%
NC(=O)/C=C\c1cn(-c2ccccc2)nc1-c1ccc2c(c1)OCCO2 | -25% | -12% | -1.2 | u | u | -2% | i | 1% | 4.5%
CCC(C)NC(=O)Cc1c(C)c2cc3c(cc2oc1=O)OC(C)(C)CC3 (stereo unspecified) | 0% | -18% | 0.0 | 22% | u | 2% | i | 0% | 0.7%

Compound activity (PubChem BioAssay)
